# TDP1 cell noCPT: qHTS for Inhibitors of human tyrosyl-DNA phosphodiesterase 1 (TDP1): qHTS in cells in absence of CPT; DT40 Tdp1-/- hTDP1 cells, no CPT, ATP luminescence, 48 h; Potency, µM (top dose mostly 46.2 µM), for the others: at the top dose activity change, negative = growth inhibition, hits mostly inhibitors; actives 15% (n = 420,000); AID 686978, 2013; active = well fitted inhibition curve with a large enough effect; inconclusive = small, poorly fitted or top-dose-only effect; note: nearly all actives have a fitted effect of over 55% in size
#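 Cells were dispensed at 400 per well, compounds added by pin tool, plates incubated ≥48 hr at 37 °C, then CellTiter-Glo added for 30 min at room temperature before luminescence reading. Line: DT40 Tdp1-/- complemented with hTDP1; camptothecin omitted.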
# * hit, by the source's call; u = inconclusive; [ ] = dose if it differs, or a comment. % is set by controls: 0 for no effect and ±100 for the full control effect; potency is the fitted concentration of half-maximal effect. This is a subset (hit frequency here may not be typical).
canonical_smiles	TDP1 cell noCPT
C=C(C)c1cccc(C(C)(C)NC(=O)N2CCN(c3ncccn3)CC2)c1	-17.4%
Cc1cc(C)c2c(=O)[nH][nH]c2n1	-26.6%
CC1C(=O)C(C)C(c2cc(Br)ccc2O)NC1c1cc(Br)ccc1O (centres undefined)	u
O=C1NC[C@@H](CCCCN2C[C@H](Cc3ccccc3)N(CCc3ccc(O)cc3)C(=O)C2=O)N(CC2CCCCC2)C1=O	-2.7%
CC1(C(=O)O)CCCN(C(=O)C2(c3ccc(Cl)cc3)CCCC2)C1 (centres undefined)	-0.1%
COCCCN1C(=O)C(CC(=O)NCCCCc2ccccc2)CC(C(=O)N(C(C)C)C(C)C)=C1C (centres undefined)	u
CC(=O)Nc1ccc(NC(=O)c2ccc(-c3c(C)noc3C)c3ccoc23)cc1	u
Cc1cccc(C)c1NC(=O)C(c1ccccc1)N1CCC(c2ccccc2)CC1 (centres undefined)	14.6µM*
Cc1ccc(CN2C(=O)CCC2(C)c2nnnn2-c2ccc3c(c2)OCCO3)cc1 (centres undefined)	u
O=C(NCCO)c1cccc(-c2cnc3cccnn23)c1	u
CC(O)(c1cccc(F)c1)c1nc(-c2ccc(Cl)cc2)cs1 (centres undefined)	u
O=C1N2CCCCC1(Sc1ccccc1)CCC2 (centres undefined)	-13.7%
O=C(Nc1ccc([N+](=O)[O-])cc1)C(c1ccccc1)c1ccccc1	18.4µM*
COC1=Nc2ccccc2N2CCN=C12	39.2%[activator]
O=C1C=CC(=O)N1Cc1ccncc1	-2.9%
CCC1(CC(C)C)SC(N)=NC1=O (centres undefined)	-4.6%
CN(C)C(CNC(=O)C1CC(=O)N(c2cccc(C(F)(F)F)c2)C1)c1ccccc1 (centres undefined)	u
OC1(c2cccnc2)CCN(Cc2ccc3c(c2)CN(Cc2ccsc2)CCO3)CC1	-22.7%
CNc1cncc(-c2c(OC)cccc2OC)n1	u
CN(Cc1ccccc1)C(=O)Cn1nnc(-c2ccccc2)c1COc1ccc2ccccc2c1	18.4µM*
CCCCN1CC(N2CCN(C(=O)c3ccco3)CC2)CS1(=O)=O (centres undefined)	0.2%
Cc1cccc(C)c1N(CCCc1cccnc1)C(=O)C(C)N (centres undefined)	u
C=CCn1c(SCC(=O)NCc2ccco2)nc2sc(C)c(C)c2c1=O	-18.5%
CN1C=CC(C(C(N)=O)c2ccccc2)c2ccccc21 (centres undefined)	u
CCCc1nc(SCC(=O)c2ccc3c(c2)NC(=O)CO3)[nH]c(=O)c1CC	u
O=C(Nc1ccccc1)C1Cc2c(-c3ccccc3Oc3ccccc3)ccnc2O1 (centres undefined)	u
CC(=O)Nc1cc(C)ns1	-15.9%
COc1cccc(-c2nc3nc(C)cc(C)n3c2Nc2ccc3c(c2)OCCO3)c1	25.9µM*
CCOC1=C2[C@H](c3ccccc3)N(S(=O)(=O)c3ccccc3)C[C@H]2n2c(=O)n(-c3ccccc3)c(=O)n2C1	-23.1%
COc1ccc(NC(=O)C[C@@H]2C(=O)N(Cc3ccccc3)CC2(C)C)cc1	20.6µM*
O=[N+]([O-])c1ccc(O)c(CNCc2ccccc2)c1	u
COc1ccc(NC2=Nc3ccccc3N[C@@]23C[C@H]2CCCC(=O)N4CC[C@@H](C3)[C@@H]24)cc1	u
C(#CSCc1ccccc1)SCc1ccccc1	-9.6%
CCN1C(=O)[C@@H]2[C@@H]3CN(S(=O)(=O)c4ccc(C)cc4)[C@@H](c4ccccc4F)[C@@H]3C(=O)C[C@@H]2C1=O	-22.5%
CC(C)Nc1nc(NCCOc2ccccc2Cl)c2sc(-c3ccccc3)cc2n1	6.51µM*
O=C(NN1CCCCCC1)c1ccccc1F	-0.8%
O=C(Cc1cccc2c(=O)cc(-c3ccccc3)oc12)OCCN1CCOCC1	-10.3%
Cc1cccc(NC(=O)c2nc[nH]c2C(=O)N[C@H](C)CO)c1	3.1%
Cc1cc(C)c2c(=O)n3c(nc2c1)C(CC(C)C)NC(=O)c1cc2ccccc2cc1-3 (centres undefined)	4.61µM*
NC(=O)C1(Nc2ccc(-c3ccc(Cl)cc3)cc2)CCCC1	u
CC(C)c1cccc(NC(=O)COC(=O)c2ccccc2OCc2cccc(Br)c2)c1	15.8µM*
Cc1ccc(C(=O)N(Cc2ccco2)c2c(N)n(Cc3ccccc3)c(=O)[nH]c2=O)cc1	u
CCCN(C)C[C@H]1OCc2cnnn2CCCC(=O)N([C@H](C)CO)C[C@@H]1C	14.6%
CCC(c1nnnn1-c1ccc2c(c1)OCCO2)N1CCN(CC)CC1 (centres undefined)	-21.8%
CCCCN1C(=O)C(CC(=O)NCC2CCCCC2)CC(C(=O)N2CCOCC2)=C1C (centres undefined)	-26.2%
C[C@@H]1CN([C@H](C)CO)C(=O)c2cc(Br)cnc2O[C@@H]1CN(C)C(=O)c1cccc(F)c1	-1.1%
CCCCN(C(C)=O)c1c(CC)nc2ccc(C(=O)Nc3cccc(OCC(=O)N(C)C)c3)cn12	u
COC(=O)[C@H]1C[C@H](OC(=O)NCc2ccccc2)[C@@]2(O)CN(S(=O)(=O)c3ccc(C)cc3)CC2[C@H]1C(=O)OC (some centres undefined)	u
Cc1ccc(CNC(=O)c2ccc(C)s2)cc1	u
CC1CCN(C(=O)COC(=O)c2cccc(S(=O)(=O)N3CCOCC3)c2)CC1	-26.0%
O=C(Nc1ccccc1)c1cc(C2CCCN(C(=O)c3ccc4c(c3)CCO4)C2)on1 (centres undefined)	-25.9%
CCOc1ccc(NC(=O)COc2ccc(N3CC(C(N)=O)CC3=O)cc2)cc1 (centres undefined)	-3.7%
O=C(O)c1cccc2c1Oc1ccccc1S2(=O)=O	-0.5%
COc1ccccc1C1CN(Cc2c(C)nc3sccn23)Cc2ccccc2O1 (centres undefined)	-19.6%
CCCCCCCCN1C(=O)[C@H](CC(=O)NCc2ccc(C)o2)C[C@@]2(C(=O)OC)CCCCC=C12	20.6µM*
Cc1ccc(S(=O)(=O)NCCc2nnc3ccc(N4CCOCC4)nn23)cc1	-10.0%
COc1ccc(NC(=O)N(C)C[C@H]2OCCCC[C@H](C)Oc3ccc(NC(=O)Nc4ccc5c(c4)OCO5)cc3C(=O)N([C@@H](C)CO)C[C@@H]2C)cc1	u
CC1=C(C(=O)N(C)C)CC(CC(=O)NC2CCCC2)C(=O)N1CCC1=CCCCC1 (centres undefined)	-24.7%
CN(C)c1ccc(C=O)c(F)c1	-3.5%
O=C(C[n+]1ccncc1)c1ccc(Br)cc1	u

# Taken from above:
# OC1(c2cccnc2)CCN(Cc2ccc3c(c2)CN(Cc2ccsc2)CCO3)CC1 | TDP1 cell noCPT = -22.7%
# O=C(Nc1ccccc1)c1cc(C2CCCN(C(=O)c3ccc4c(c3)CCO4)C2)on1 (centres undefined) | TDP1 cell noCPT = -25.9%

# (list continues)
canonical_smiles	TDP1 cell noCPT
CCOC(=O)N1CCN(C(=O)C[C@@H]2C[C@@]3(C(=O)OC)CCCCC=C3N(CCc3ccc(OC)c(OC)c3)C2=O)CC1	u
Cc1cccc(Cn2c(NC3CCCC3)nc3c2c(=O)[nH]c(=O)n3C)c1	23.1µM*
CC(C)C[C@@H]1O[C@H](CCc2ccccc2)Cc2[nH]c(=S)[nH]c(=O)c21	u
O=C(COC(=O)c1cc(Br)ccc1O)NCCC1=CCCCC1	-11.0%
COc1ccc2c(c1)NC(=O)C2CC(=O)N1CCOc2c(cc(-c3cnc4ccccc4c3)cc2OC)C1 (centres undefined)	18.4µM*
COc1ccccc1CN1CCC(n2cc(C(=O)N3CCCCC3)nn2)CC1	-12.3%
CC[C@@H]1/C=C(\C)C[C@H](C)C[C@H](OC)[C@H]2O[C@@](O)(C(=O)C(=O)N3CCCC[C@H]3C(=O)O[C@H](/C(C)=C/[C@@H]3CC[C@@H](Cl)[C@H](OC)C3)[C@H](C)[C@@H](O)CC1=O)[C@H](C)C[C@@H]2OC	u
C[C@@H]1CN([C@@H](C)CO)C(=O)CCCn2nncc2CO[C@H]1CN(C)S(=O)(=O)c1ccc(-n2cccn2)cc1	-8.1%
COc1ccc([C@H]2C[C@@H](O)[C@H](n3cc(C4CC4)nn3)CN2CC2CCCCC2)cc1	-28.8%
O=C(O)C1CC(Br)C(Br)CC1C(=O)O (centres undefined)	-27.2%
Cc1onc(-c2ccccc2)c1-c1n[nH]c(=S)n1-c1ccccc1	-11.4%
COc1ccc(C(O)c2nc(-c3ccc4c(c3)OCO4)cs2)cc1 (centres undefined)	u
COc1c(C)c2c(c(O)c1C/C=C(\C)CCC(=O)OCCN1CCOCC1)C(=O)OC2	0.168µM*
Brc1cccc(CNn2cnnc2)c1	-4.5%
COC(=O)[C@]1(Sc2ccc(C)cc2)CC(=O)N[C@@H]1c1ccco1	u
Cc1ccccc1-c1cnc(C(O)c2ccc(C(C)(C)C)cc2)[nH]1 (centres undefined)	u
CCOC(=O)N1CCN(Cc2ccc3c(c2)CN(C(=O)c2cccc(-n4cccn4)c2)CCO3)CC1	u
CC1CCCN(CC(O)CN2CCN(CC(O)CN3CCCC(C)C3)C(C)C2)C1 (centres undefined)	-12.3%
O=C(Nc1ccc2oc(=O)c(C(=O)O)cc2c1)Oc1ccccc1	-11.5%
CCOc1cc(/C=C/C(=O)OCC(=O)N(CC)C2CCS(=O)(=O)C2)cc(Cl)c1OC (centres undefined)	4.7%
COc1ccc(OC)c(C2=Nn3c(nnc3-c3ccncc3)SC2)c1	u
COCCNC(=O)c1ccc(-c2ccc(OC)cc2C)c2ccoc12	u
CC(=O)c1c(O)cc(C)n(Cc2ccccc2)c1=O	-25.2%
COc1ccc(C=C2CCc3ccccc3C2=O)cc1	u
O=C1c2ccccc2S(=O)(=O)N1CCCN1C(=O)c2ccccc2S1(=O)=O	0.0%
CN(C)c1ccc(/C=C/c2cc(Cl)nc3ccccc23)cc1	-29.1%
CNc1cc(-c2cc(OC)ccc2OC)ncn1	-7.4%
O=C1C=C(N2CCCCC2)c2ccccc2C1=O	6.51µM*
CCc1ccccc1NC(=O)CN1CCN(CC(=O)Nc2ccc3c(c2)OC2(CCCCC2)O3)CC1	4.11µM*
CCNC(=O)C1(C)CCN(C(=O)C(c2ccccc2)c2ccccc2)C1 (centres undefined)	-8.6%
Nc1ncc(-c2ccc(-c3ccccc3)cc2F)cc1-c1ccccc1F	u
COc1ccc(S(=O)(=O)N2CCC(C(=O)NCCC(=O)Nc3ccccc3OC)CC2)cc1	-20.2%
Cc1ccc(S(=O)(=O)N2CCOCC2)cc1NC(=O)COC(=O)c1ccco1	0.4%
Nc1nc(-c2ccccc2)c(CCCOc2ccc([N+](=O)[O-])cc2)c(=O)[nH]1	u
Cc1ccccc1S(=O)(=O)NC(=O)C1(C)CCN1C(=O)CC1CCCC1 (centres undefined)	10.5%
O=C(c1ccc2c(c1)CCC2)N1CCN(Cc2ccccc2)CC1	u
Cc1ccc2ncc(C)c(/C=C/c3ccc(N(C)C)cc3)c2c1	u
O=C1NC(Cc2ccc(O)cc2)c2nc3ccc(Cl)cc3c(=O)n2-c2cc3ccccc3cc21 (centres undefined)	5.17µM*
Cc1noc(C)c1S(=O)(=O)N1CCCCC1c1cc(C(=O)Nc2cccc3c2CCCC3)no1 (centres undefined)	20.6µM*
CN(CC1(C)CCCO1)S(=O)(=O)c1ccc(Cl)c(S(N)(=O)=O)c1 (centres undefined)	-2.3%
Cc1ccc(S(=O)(=O)N2CCN(c3nc(-c4cccs4)nc4cccnc34)CC2)cc1	u
CN1C(=O)[C@H]2[C@@H](c3ccc(C(F)(F)F)cc3)N[C@]3(CCCN(Cc4ccc(Br)cc4)C3=O)[C@H]2C1=O	16.4µM*
COc1ccccc1NC(=S)NNC(=O)c1ccccc1	u
NCCN(Cc1ccc(Cl)c(Cl)c1)c1ccc(Br)cn1	3.98µM*
CSCCC(c1nnnn1C1CCCCC1)N1CCN(C/C=C/c2ccccc2)CC1 (centres undefined)	20.6µM*
COC(=O)c1sc(NC(=O)CSc2nc3nc(C)cc(C)n3n2)c(C(=O)OC)c1C	u
Cc1cnc(-n2ncc(C(=O)N3CCN(C(C)C)CC3)c2-c2ccco2)nc1-c1ccc(F)cc1	-15.8%
CC(C)(CNC(=O)c1cccc(F)c1)CNC(=O)c1cccc(F)c1	18.4µM*
Cn1ccc2c(N3CCCCCC3)cc3c(c21)C1CCC3O1 (centres undefined)	u
c1ccc(C2OCCN2c2ccccc2)cc1 (centres undefined)	-1.8%
COc1cccc(NC(=O)c2cc(-c3ccc(OC)cc3OC)nc3ccccc23)c1	u
O=C(C(=O)N1CCN(c2ccccc2F)CC1)c1ccccc1	-8.1%
CCCNc1ncnc2[nH]ncc12	-21.3%
Cc1cn2cc(CNC(=O)CN3Cc4ccccc4OC(c4ccccc4F)C3)nc2s1 (centres undefined)	u
COc1ccc(OC)c(C=NNC(=O)NN=Cc2cc(OC)ccc2OC)c1	25.9µM*

# Retrieved by compound from the entries so far (4):
canonical_smiles	TDP1 cell noCPT
c1ccc(C2OCCN2c2ccccc2)cc1 (centres undefined)	-1.8%
O=C(C(=O)N1CCN(c2ccccc2F)CC1)c1ccccc1	-8.1%
CCCNc1ncnc2[nH]ncc12	-21.3%
CC(C)(CNC(=O)c1cccc(F)c1)CNC(=O)c1cccc(F)c1	18.4µM*
